VCAM1 TNFa inh = inhibitors of TNFa-induced VCAM1 expression, primary screen, imaging, HUVEC, TNFa stimulus, immunofluorescence; HUVEC TNFa-induced VCAM-1 immunofluorescence, high-content imaging; inhibition, % at 2 µM; 95,000 compounds, 0.48% hits;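 active means inhibition above the batch mean plus 3 SD, with images confirmed as a hit by eye, cut at about 37% in these data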;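 further: 0% = TNF-stimulated DMSO wells and 100% = unstimulated control wells; not every result past the cut was called active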
Calb biofilm kill = clotrimazole potentiators killing Candida biofilms, primary screen, with clotrimazole, Alamar Blue. inhibition, % at 6 µM. C. albicans biofilm + clotrimazole. AID 834, 2007. 85,000 compounds, 0.14% hits;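 active means inhibition above 20%; inactive means inhibition below 20%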;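 further: preformed 24 hr biofilms exposed to compound for 48 hr; 0% = biofilm without compound and 100% = blank killed by clotrimazole plus chlorhexidine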
sEH activator = soluble epoxide hydrolase activators, primary screen, biochemical, human sEH; Bifunctional epoxide hydrolase 2 (Homo sapiens), P34913; purified human sEH enzymatic activity, activator screen; activation, % at 2 µM; 91,000 compounds, 0.04% hits; AID 717, 2007; in the data active means activation above about 37%; further: values of inactives mirror those of a sister screen read the other way
Target sequence (P34913 whole entry, looked up): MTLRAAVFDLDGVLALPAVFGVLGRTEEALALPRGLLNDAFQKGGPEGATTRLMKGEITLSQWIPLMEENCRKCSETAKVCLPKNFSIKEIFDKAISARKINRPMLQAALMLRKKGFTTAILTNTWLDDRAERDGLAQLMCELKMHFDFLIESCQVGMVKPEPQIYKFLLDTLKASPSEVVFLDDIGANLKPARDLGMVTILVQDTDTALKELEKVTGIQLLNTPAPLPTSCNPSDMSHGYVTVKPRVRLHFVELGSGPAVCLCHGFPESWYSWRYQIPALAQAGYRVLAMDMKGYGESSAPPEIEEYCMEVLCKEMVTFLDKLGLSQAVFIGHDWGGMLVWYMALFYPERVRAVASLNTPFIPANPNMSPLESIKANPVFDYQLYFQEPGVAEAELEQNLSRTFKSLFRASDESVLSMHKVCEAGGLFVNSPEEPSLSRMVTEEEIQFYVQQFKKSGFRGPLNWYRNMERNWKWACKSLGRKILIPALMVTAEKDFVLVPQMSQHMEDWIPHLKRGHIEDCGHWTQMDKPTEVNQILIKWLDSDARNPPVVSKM
Smad3 inh = Smad3/FoxH1 peptide binding inhibitors, primary screen, biochemical, TR-FRET. 88,000 compounds, 0.29% hits. inhibition, % at 25 µM. TR-FRET Smad3/Dy647-FoxH1 peptide binding, europium anti-His. AID 630, 2007;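 active means compounds that reduce the energy-transfer binding signal between the protein and its labelled peptide by more than half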;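 further: 0% = Smad3 plus labelled peptide maximal FRET and 100% = peptide-only background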
IL1B cytotox = cytotoxicity in IL-1B stimulated HUVEC, primary screen, cytotoxicity control for IL-1B NFkB translocation project, imaging, Hoechst nuclear count, IL-1B stimulus; cell count reduction, % at 2 µM; 94,000 compounds, 0.41% hits; AID 845, 2007; HUVEC cell count loss;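 active means cell count reduction more than 3 SD above the screen-wide mean, cut at about 70% in these data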;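 further: normalized per plate to untreated control cells as the no-loss baseline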
sEH inh = soluble epoxide hydrolase inhibitors, primary screen, biochemical, human sEH. Bifunctional epoxide hydrolase 2 (Homo sapiens), P34913. recombinant human sEH enzymatic activity assay. inhibition, % at 2 µM. 91,000 compounds, 0.34% hits. AID 707, 2007; in the data active means inhibition above about 80%; further: values of inactives mirror those of a sister screen read the other way; many of its hits are not listed in these tables
TNFa cytotox = cytotoxicity in TNFa-stimulated HUVEC, primary screen, cytotoxicity control for VCAM1 expression modulator project, imaging, Hoechst nuclei count | HUVEC TNFalpha-stimulated, Hoechst cell count | cell count reduction, % at 2 µM | 93,000 compounds, 0.17% hits | AID 848, 2007;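 active means cell count reduction exceeding the screen mean by over 5 SD, scaled to untreated wells per plate, cut at about 78% in these data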;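 further: cells counted after 24 h of TNF alpha exposure following the 1 h pretreatment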
ERb SRC1 inh = inhibitors of ERβ-SRC1 coactivator interaction, primary screen, biochemical, TR-FRET, ERβ LBD, SRC-1 peptide; Estrogen receptor beta (Homo sapiens), Q92731; TR-FRET ER-beta LBD / SRC1-Cy5 peptide binding; receptor agonist-loaded with 1 µM estradiol; inhibition, % at 25.6 µM; 86,000 compounds, 1.3% hits;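 active means compounds whose percent inhibition of the receptor-coactivator binding signal exceeds about 50% in the single-dose screen, limit read from the data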;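 further: 0% = receptor plus peptide wells without compound and 100% = peptide-only wells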
Target sequence (Q92731 whole entry, looked up, the tested form may be a part): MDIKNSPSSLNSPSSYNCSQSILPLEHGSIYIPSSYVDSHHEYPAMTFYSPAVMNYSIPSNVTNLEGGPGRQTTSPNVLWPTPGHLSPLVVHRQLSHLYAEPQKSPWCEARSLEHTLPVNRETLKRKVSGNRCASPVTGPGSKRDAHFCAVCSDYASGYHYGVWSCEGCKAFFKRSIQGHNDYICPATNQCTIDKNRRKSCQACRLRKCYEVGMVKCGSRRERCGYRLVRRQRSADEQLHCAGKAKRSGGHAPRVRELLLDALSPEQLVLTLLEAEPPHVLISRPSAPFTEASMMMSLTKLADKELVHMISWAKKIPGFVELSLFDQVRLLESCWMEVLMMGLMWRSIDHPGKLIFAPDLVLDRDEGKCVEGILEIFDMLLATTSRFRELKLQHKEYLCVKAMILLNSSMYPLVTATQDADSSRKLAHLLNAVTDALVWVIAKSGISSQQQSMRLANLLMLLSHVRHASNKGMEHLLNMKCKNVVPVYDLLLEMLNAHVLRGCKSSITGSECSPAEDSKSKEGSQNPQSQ
cytoskel mod = modifiers of F-actin cytoskeleton organization, primary screen, imaging, HUVEC, phalloidin staining, high-content imaging. HUVEC TNFa F-actin phalloidin imaging. inhibition, % at 2 µM. 91,000 compounds, 0.18% hits;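 active means inhibition above the batch mean plus 3 SD and confirmed as a hit by visual image inspection, cut at about 30% in these data, passing the limit was not always enough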; further: strong numbers were not always called active
* marks the source's active call; other numbers are inactive results; . = no result given; [ ] = another dose, or the depositor's remark. This is a subset; rates above refer to the full screens.

SMILES	VCAM1 TNFa inh	Calb biofilm kill	sEH activator	Smad3 inh	IL1B cytotox	sEH inh	TNFa cytotox	ERb SRC1 inh	cytoskel mod
O=C(NC1=NCCS1)NC12CC3CC(CC(C3)C1)C2	-18	8	-2	0	12	1	.	-3	-20
COc1ccc(NC(=O)CCc2nc(-c3ccc(C)cc3)no2)c(OC)c1	4	-7	0	-11	-30	2	1	3	3
CCn1c(Cc2cccn2C)nnc1SCC(=O)c1ccc(C)cc1	-18	9	5	5	-4	-7	-14	1	22
O=C(c1cccnc1)N1CCN(S(=O)(=O)c2ccc(S(=O)(=O)N3CCCC3)cc2)CC1	6	5	-9	12	37	10	-11	-2[fluorescence artefact?]	5
Cc1ccc(NC(=O)c2ccco2)c(NC(=O)c2cccs2)c1	-11	0	7	6	19	-6	7	-2	3
Cc1ccc(NC2=NC(c3ccc(O)cc3)n3c(nc(C)cc3=O)N2)cc1 (stereo unspecified)	5	4	4	8	3	-3	-5	-8	-5
Cc1ccc(NC(NC(=O)c2cccs2)C(Cl)(Cl)Cl)cc1 (stereo unspecified)	-15	.	-5	.	12	7	.	.	-12
COc1cc(OC)c(NC(=O)c2ccc(Br)o2)cc1Cl	-24	2	-2	3	21	3	-4	10	-5
Nc1ccc(N2CCCCC2)cc1N1CCCCC1	-25	.	-12	.	-2	13	-9	.	27
O=C(NCc1ccccc1)C1CCCN(S(=O)(=O)c2cccs2)C1 (stereo unspecified)	-16	4	1	7	.	-4	0	30	-2
O=C(CCc1ccccc1)Nc1nc2n(n1)C(c1ccc(Cl)cc1)CC(=O)N2 (stereo unspecified)	12	7	-13	7[fluorescence artefact?]	0	12	-8	-3	3
COCCn1c(=S)[nH]c2ccc(N(C)C)cc2c1=O	6	9	3	-8	27	-2	19	6[fluorescence artefact?]	-58
COc1ccccc1OCc1nc(C#N)c(NCc2ccco2)o1	0	8	-4	-8	19	2	5	15[fluorescence artefact?]	14
Nc1nc(CN2CCN(c3ccc(F)cc3)CC2)nc(N2CCCc3ccccc32)n1	6	6	8	-2	-10	-6	-31	-4	-29
COc1cccc(-c2cc(C(=O)NCCN3CCOCC3)no2)c1	2	1	1	-3	11	-1	-8	-3	-12
CC(=O)c1c(C)[nH]c(C(=O)N2CCc3ccccc3C2)c1C	-32	7	3	-11	11	-3	1	7	7
CC(C)(CNC(=O)c1cccs1)CNC(=O)c1cccs1	-3	5	-2	2	-30	0	-19	-2	24
CCCCCSc1nncc(=O)[nH]1	23	.	-13	.	5	12	-13	.	20
CCNC(=S)NC1CC2CCCC(C1)N2Cc1ccco1 (stereo unspecified)	8	.	-5	.	-4	8	8	.	12
COc1cc(-c2nc3ccccn3c2NCC2CCCO2)ccc1O (stereo unspecified)	1	2	-4	19[fluorescence artefact?]	22	5	-11	7	-17
Cc1ccc(S(=O)(=O)N2CCN(C(=O)CSc3nnnn3C)C2)cc1	19	5	-3	2[fluorescence artefact?]	5	2	-13	-8	-19
COC(=O)C1=NN(c2ccccc2)C2(S1)SC(C(C)=O)=C(C)N2c1ccccc1 (stereo unspecified)	-12	7	10	-13	-6	-6	7	3	4
CC(NC(=O)Cn1ccsc1=N)C12CC3CC(CC(C3)C1)C2 (stereo unspecified)	4	.	12	-10	-14	-13	-2	-13	-48
CNC(=O)CN(c1cccc2ccccc12)S(C)(=O)=O	-26	4	-4	0	9	3	-3	-6[fluorescence artefact?]	-1
CCCOc1cc(C)c(S(=O)(=O)n2ccc(C)n2)cc1C	3	3	1	-6	10	0	-18	-5	1

(list continues)
SMILES	VCAM1 TNFa inh	Calb biofilm kill	sEH activator	Smad3 inh	IL1B cytotox	sEH inh	TNFa cytotox	ERb SRC1 inh	cytoskel mod
CS(=O)(=O)N(CC(=O)N1CCN(c2ccccc2)CC1)C1CCCCC1	12	6	-9	5	17	8	11	-6	-8
COc1ccc(-c2nc(C)ncc2-c2csc(C)n2)c(O)c1	4	4	0	-1	-4	0	-33	-4	1
CC(=O)c1cccc(NC(=O)c2cc(-c3ccc(F)cc3)on2)c1	71*	.	.	.	27	.	73	.	-7
O=C(CCc1nc(-c2ccccc2)no1)NCC1CCCO1 (stereo unspecified)	4	8	0	4	-16	-2	-18	5	-3
CCCCSc1nc(C)c(C(C)=O)cc1C#N	-1	.	-15	.	-27	15	-4	.	-13
Cn1nc(C(F)(F)F)c(/C=N/OC(=O)c2ccccc2Cl)c1SCc1ccc(Cl)cc1	-4	.	0	.	-3	-3	-23	.	.
C=CCn1c(N)c(C(=O)NCc2cccnc2)sc1=S	32	8	-9	-10	15	10	-10	5[fluorescence artefact?]	-8
CC(C)CCNC(=O)COc1ccc2c(c1)C(=O)CC(C)(C)O2	8	5	-12	-3	-12	10	-11	-6	.
COc1ccc2cc(C3(C)NC(=O)NC3=O)ccc2c1 (stereo unspecified)	9	10	.	9	-43	.	-10	14	-10
CC(C)CC(=O)Nc1cc(NC(=O)CC(C)C)cc(C(=O)NC(C)(C)C)c1	-2	5	10	6	-7	-10	-9	1	-9
CCOC(=O)C(NC(=O)c1ccccc1)(N1CCOCC1)C(F)(F)F (stereo unspecified)	8	5	18	3	13	-15	-19	3	10
COc1ccc(C)cc1NCc1cccc(OC)c1OC	9	5	14	1	0	-13	4	1	21
Cc1ccc(N(CC(O)CON=C2c3ccccc3-c3ccccc32)S(C)(=O)=O)cc1 (stereo unspecified)	-2	7	5	10	9	-5	-15	4	4
CC(C)C[C@@H]1NC(=O)N(CCN2CCOCC2)C1=O	-9	13	12	1	8	-14	-35	-7	-10
C/C(=N\OC(=O)c1cccc(Cl)c1)c1sc(C)nc1C	4	4	-6	0	-34	4	8	3	-10
CCOC(=O)c1nnc(-c2ccc(C)cc2)nc1Oc1ccc(Cl)cc1Cl	9	.	9	.	-1	-7	16	.	11
CCOC(=O)c1sc(NC(C)=O)nc1-c1ccccc1	29	8	6	-17	0	-3	1	22[fluorescence artefact?]	3
CC1=C(C(=O)Nc2cccnc2)C(c2cccnc2)n2nc(-c3cccs3)nc2N1 (stereo unspecified)	5	8	1	-3	-49	-2	-10	4[fluorescence artefact?]	-89
N#Cc1c(/N=C/c2cc(Br)cs2)sc2c1CCC2	14	2	9	-2	-9	-7	-34	38[fluorescence artefact?]	1
Cc1c(Cl)c(C(=O)N2CCCc3ccccc32)nn1C	0	.	1	.	-69	1	-4	.	11
CCCn1c(C(=O)OC)cc2c1ccn2-c1ccc(F)cc1	-9	5	-1	-3	-29	3	-2	-17	2
CC(C)(C)n1cnc2cc(NS(=O)(=O)c3ccccc3)ccc21	-4	2	28	5	-21	-24	-3	5	-3
CCOC(=O)Cc1nnc(Nc2cccc(O)c2)c2ccccc12	-16	6	-1	7	10	2	-18	6[fluorescence artefact?]	-12
CS(=O)(=O)N(Cc1ccccc1)c1ccc(C(=O)NC2CCCCC2O)cc1 (stereo unspecified)	5	6	4	10	-42	-4	-45	-4	2
CC1CC(C(F)(F)F)n2ncnc2N1 (stereo unspecified)	-7	4	-11	2	-2	12	-5	-3	2

At a glance, some entries already given.
SMILES	VCAM1 TNFa inh	Calb biofilm kill	sEH activator	Smad3 inh	IL1B cytotox	sEH inh	TNFa cytotox	ERb SRC1 inh	cytoskel mod
Cc1ccc(N(CC(O)CON=C2c3ccccc3-c3ccccc32)S(C)(=O)=O)cc1 (stereo unspecified)	-2	7	5	10	9	-5	-15	4	4
CC(C)C[C@@H]1NC(=O)N(CCN2CCOCC2)C1=O	-9	13	12	1	8	-14	-35	-7	-10

Returning to the listing, starting 2 compounds before the break.
SMILES	VCAM1 TNFa inh	Calb biofilm kill	sEH activator	Smad3 inh	IL1B cytotox	sEH inh	TNFa cytotox	ERb SRC1 inh	cytoskel mod
CS(=O)(=O)N(Cc1ccccc1)c1ccc(C(=O)NC2CCCCC2O)cc1 (stereo unspecified)	5	6	4	10	-42	-4	-45	-4	2
CC1CC(C(F)(F)F)n2ncnc2N1 (stereo unspecified)	-7	4	-11	2	-2	12	-5	-3	2
C=CCN(C(=O)Nc1ccccc1)C1CC(=O)N(c2ccc(OC)cc2)C1=O (stereo unspecified)	11	11	-1	4	-14	-1	-3	3[fluorescence artefact?]	-11
O=C(Cn1cc2c(n1)CCCCC2)Nc1c(F)c(F)cc(F)c1F	10	.	.	.	10	.	-12	.	-4
CCCN(Cc1cc2cccc(C)c2[nH]c1=O)C(=O)c1cccc(OC)c1	18	.	3	.	92*	-4	-6	.	2
c1ccc2[nH]c(NCCN3CCOCC3)nc2c1	-5	9	11	3	-16	-11	-16	-3[fluorescence artefact?]	17
COC(=O)CN1C(=O)C(O)(CC(=O)c2ccccc2)c2ccccc21 (stereo unspecified)	-3	3	-3	12	10	2	-24	-1[fluorescence artefact?]	-20
CCOC(=O)N1CCC(N2Cc3cccc(C(=O)NCc4ccc(C)cc4)c3C2=O)CC1	3	5	21	-2	-4	-23	-20	5	-7
COc1ccccc1N(CC(=O)Nc1ccc2c(c1)OCO2)S(=O)(=O)c1ccccc1	14	3	-5	0	-37	4	-17	-11	-7
Cc1ccc(S(=O)(=O)NNC(=O)c2cc3cc4ccccc4nc3s2)cc1	6	.	2	.	-4	0	-5	.	6
Cc1nn(CC(=O)Nc2ccc(C(=O)N3CCCCC3)cc2)c(=O)c2ccccc12	23	4	-28	0	-56	30	-8	-10	-1
O=C1CC(N2CCN(C(c3ccccc3)c3ccccc3)CC2)C(=O)N1Cc1ccc(N2CCCC2=O)cc1 (stereo unspecified)	14	4	-2	20[fluorescence artefact?]	11	4	2	-2	-13
COc1ccc(CCN2C(=O)C3C4CC(C5C(C(=O)N/N=C\c6ccc(Cl)cc6)=NOC45)C3C2=O)cc1OC (stereo unspecified)	-23	6	-94	2	.	94*	-4	2[fluorescence artefact?]	9
O=C(CCN1CCCCCC1)Nc1ccc(F)c(F)c1	10	4	.	6	-12	.	-19	-5	-5
Cc1ccccc1NC(=O)c1sc2nc3c(c(-c4ccco4)c2c1N)CCC3	-18	6	7	2	-11	-4	4	11	-15
CC(C#CCN1CCCCC1)OCCOCc1ccccc1 (stereo unspecified)	10	.	0	.	.	0	4	.	-24
CC(C)OC(=O)C(CC(=O)O)N1CCOCC1 (stereo unspecified)	15	5	3	8	-7	1	-3	-9	-25
CCN1CCN(c2cc(C)c3cc(NC(=O)Cc4ccccc4OC)ccc3n2)CC1	1	.	5	.	16	-2	-6	.	13
CS(=O)(=O)c1ccc2nc(NC(=O)c3cc4ccccc4o3)sc2c1	-5	.	7	.	7	-6	-7	.	-11
O=C(NC1CCCCCC1)c1ccc(CN2CCOCC2)cc1	23	0	-14	-17	-8	14	10	9	-10
O=C(C/C=N/OCc1c(Cl)cccc1Cl)c1cnc(-c2ccccc2)s1	-19	.	10	.	1	-10	-19	.	8
O=C(c1cccs1)N1CCCC(c2nc(-c3ccc(F)cc3)no2)C1 (stereo unspecified)	-1	0	-5	0	-20	8	-4	6[fluorescence artefact?]	-10
O=C(Nc1ccc(S(=O)(=O)N2CCc3ccccc3C2)cc1)C1CCCO1 (stereo unspecified)	2	1	0	-9	-14	0	3	11	-1
O=C(CC1Nc2ccccc2NC1=O)Nc1cc(Cl)cc(Cl)c1 (stereo unspecified)	25	4	-2	12	2	1	-47	-1	.
CSc1cccc(NC(=O)Nc2ccc(Cl)cc2)c1	-3	8	-82	4	-11	82*	-1	2	-11
